# TCR CD3 inh: inhibitors of human TCR-CD3 interaction, primary screen, biochemical, fluorescence, TAMRA-labeled TCR probe; 0.37% of 360,000 active; inhibition, % at 9.4 µM; T-cell receptor (TCR); AID 651800, 2012; in the data active = inhibition above about 19%;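 also: recombinant mutant TCR 2C K166C tagged with TAMRA read by polarization; 0% = receptor in buffer alone and 100% = receptor with positive control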
# rCAG binder: binders of r(CAG) RNA repeats, primary screen, biochemical, fluorescence; AID 651821, 2012; 1.3% of 370,000 active; r(CAG) RNA repeat, TO-PRO-1 dye displacement fluorescence; inhibition, % at 3 µM;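 active = inhibition above the plate cutoff, the mean of all test compounds on that plate plus 3 SD, cut at about 35% in these data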;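 also: 0% = DMSO alone and 100% = 100 µM mitoxantrone as full dye displacement; higher means more dye released from RNA so lower well fluorescence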
# PRMT1 FP inh: PRMT1 methyltransferase inhibitors, primary screen, biochemical, fluorescence polarization | AID 652257, 2013 | 1.3% of 370,000 active | recombinant PRMT1, activity-based probe fluorescence polarization | inhibition, % at 2.79 µM | Protein arginine N-methyltransferase 1 (Homo sapiens), Q99873;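 active = inhibition above about 21% made by adding two undisclosed values, limit read from the data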
# PG9 Ab binder: binders of HIV-1 gp120 antibody PG9, primary screen, biochemical, TR-FRET; 0.43% of 360,000 active; inhibition, % at 6.7 µM; TR-FRET gp120-PG9 antibody binding; AID 624416, 2012; in the data active = inhibition above about 8.5%
# TDP2 absorb: human TDP2 enzyme inhibitors, primary screen, biochemical, epi absorbance, recombinant enzyme | Tyrosyl-DNA phosphodiesterase 2 (Homo sapiens), O95551 | T5PNP hydrolysis, p-nitrophenol absorbance 415 nm | inhibition, % at 12.8 µM | 0.34% of 370,000 active;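 active = inhibition above the mean of all tested compounds plus 3 SD, set per campaign, cut at about 25% in these data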;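 also: 0% = DMSO with enzyme and 100% = buffer with substrate but no TDP2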
#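 test system = human TDP2 enzyme | input = TDP2 enzyme at 120 nM final | medium = 50 mM Tris-HCl pH 7.5 with Mg2+, KCl, DTT, BSA | also added = T5PNP substrate, 5 mM | times = 2 h at 37 °C | technique = epi absorbance | benchmarks = high control without enzyme, low control DMSO plus TDP2 | replication = each compound tested once, singlicate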
# Rev-erbA mod: modulators of Rev-erb alpha DNA binding, primary screen, biochemical, FITC-DNA, fluorescence polarization, uHTS | activity, % at 10 µM | 0.79% of 370,000 active | Rev-erbα–FITC-DNA binding, 90 min | AID 1259318, 2017 | Nuclear receptor subfamily 1 group D member 1 (Homo sapiens), P20393;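 active = activity above about 14%, limit read from the data; passing the limit was not always enough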;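 also: 0% = DMSO wells with 35 nM protein and 100% = DMSO wells with 750 nM protein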
# Target sequence (P20393 whole entry, looked up): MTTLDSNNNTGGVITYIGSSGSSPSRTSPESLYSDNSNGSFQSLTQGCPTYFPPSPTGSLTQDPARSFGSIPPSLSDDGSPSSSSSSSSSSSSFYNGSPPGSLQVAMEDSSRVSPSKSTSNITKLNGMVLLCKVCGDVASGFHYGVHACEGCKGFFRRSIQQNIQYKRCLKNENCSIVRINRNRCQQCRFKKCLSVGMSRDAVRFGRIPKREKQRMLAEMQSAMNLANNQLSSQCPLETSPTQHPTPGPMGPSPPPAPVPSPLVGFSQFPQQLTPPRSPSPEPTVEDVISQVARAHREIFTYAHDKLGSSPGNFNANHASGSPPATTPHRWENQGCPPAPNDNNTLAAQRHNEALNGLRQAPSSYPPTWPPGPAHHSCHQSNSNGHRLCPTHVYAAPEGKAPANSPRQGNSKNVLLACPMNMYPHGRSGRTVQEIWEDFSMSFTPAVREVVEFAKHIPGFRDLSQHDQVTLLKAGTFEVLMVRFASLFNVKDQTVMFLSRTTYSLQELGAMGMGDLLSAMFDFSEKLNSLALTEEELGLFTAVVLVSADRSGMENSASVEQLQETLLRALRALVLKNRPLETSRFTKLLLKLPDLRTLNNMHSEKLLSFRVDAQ
# LEDGF integ inh: blockers of LEDGF/p75-dependent integrase strand transfer – biochemical, TR-FRET, high throughput, primary screen | HIV-1 integrase (with human LEDGF/p75) | TR-FRET IN-LEDGF/p75 DNA integration, Eu/Cy5 | inhibition, % at 3.7 µM | 0.64% of 370,000 active;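 active = inhibition above the screen-wide mean plus 3 SD, cut at about 13% in these data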;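 also: signal is the Cy5 over europium emission ratio at 671 and 618 nm; 0% = plate median of compound wells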
# mABHD4 FP: ABHD4 inhibitors, primary screen, biochemical, fluorescence polarization, mouse; (Lyso)-N-acylphosphatidylethanolamine lipase (Mus musculus), Q8VD66; purified mABHD4, FP-Rh probe fluorescence polarization; inhibition, % at 8.92 µM; 0.54% of 370,000 active;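 active = inhibition exceeding the mean over every tested compound plus 3 SD, cut at about 30% in these data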;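 also: 0% = plate median of compound wells and 100% = S159A mutant with DMSO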
#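 Material: mouse ABHD4 enzyme, wild type; Benchmarks: S159A mutant high control, sample median low control; Buffer or medium: HEPES pH 7.0, NaCl, Pluronic buffer; Signal: fluorescence polarization; Read-out: percent inhibition of probe binding, normalized to plate controls; Timing: pre-incubation 45 min, probe exposure 60 min, at 25 °C; Dosing: 8.92 µM, single dose.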
# SIAE inh: human SIAE inhibitors, primary screen, biochemical, fluorescence polarization, FP-Rh probe, 1536-well HTS. 0.69% of 370,000 active. Sialate O-acetylesterase (Homo sapiens), Q9HAT2. SIAE FP-Rh probe binding. inhibition, % at 9.66 µM;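 active = inhibition above a cutoff: mean of compounds within the control limits plus 3 SD of those, cut at about 17% in these data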;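 also: 0% = plate median of compound wells and 100% = probe without SIAE protein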
# HTRA1 inhibitor: HTRA1 serine protease inhibitors, primary screen, biochemical, fluorescence polarization, HTS; 0.5% of 340,000 active; inhibition, % at 5.96 µM; recombinant HTRA1, FP-rhodamine activity-based probe; Q92743; in the data active = inhibition above about 36%;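 also: 0% = enzyme with DMSO and 100% = wells lacking enzyme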
# Target sequence (Q92743 whole entry, looked up): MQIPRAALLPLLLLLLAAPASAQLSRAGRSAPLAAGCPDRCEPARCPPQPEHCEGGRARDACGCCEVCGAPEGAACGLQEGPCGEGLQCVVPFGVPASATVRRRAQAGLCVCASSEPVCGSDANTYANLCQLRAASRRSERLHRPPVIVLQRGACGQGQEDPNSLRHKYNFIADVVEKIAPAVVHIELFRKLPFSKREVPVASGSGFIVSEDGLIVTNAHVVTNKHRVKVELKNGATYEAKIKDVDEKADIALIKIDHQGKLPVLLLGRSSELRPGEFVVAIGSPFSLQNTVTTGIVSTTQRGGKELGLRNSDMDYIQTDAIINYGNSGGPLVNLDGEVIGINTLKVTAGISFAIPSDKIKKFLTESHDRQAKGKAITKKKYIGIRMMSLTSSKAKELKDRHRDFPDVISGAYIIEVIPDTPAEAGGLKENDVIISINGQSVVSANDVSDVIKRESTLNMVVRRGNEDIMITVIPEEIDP
# Numbers without * were called inactive; / = not tested or not shown. A portion of the library; the hit share may differ from the screen's.
SMILES,TCR CD3 inh,rCAG binder,PRMT1 FP inh,PG9 Ab binder,TDP2 absorb,Rev-erbA mod,LEDGF integ inh,mABHD4 FP,SIAE inh,HTRA1 inhibitor
Cc1ccc(S(=O)(=O)N2CCC(C(=O)Nc3nnc(-c4ccco4)s3)CC2)cc1,13.1,7.7,5.1,0.5,3.4,5.9,2.5,1.1,-1.8,-2.8
COc1ccc(C2C3=C(CC(C)(C)CC3=O)Oc3ncn(CCO)c(=N)c32)cc1OC (stereo not given),-1.3,-3.2,-0.1,1.7,-5.2,-4.1,-2.1,7.2,-1.9,3.1
COc1cccc(CNCCO)c1OCc1ccccc1,-6.9,1.2,0.4,3.9,3.6,/,-1.6,-0.3,4.9,-9.4
CC1=C(C(=O)OCc2ccccc2)C(c2cccc([N+](=O)[O-])c2)NC(=O)N1CCCCCC(=O)O (stereo not given),11.4,18.6,0.5,-2.4,7.5,2.1,-1.3,-1.5,9.5,-4.2
Cc1cnc(C(=O)OC(C)C(=O)c2c(C)[nH]c3ccccc23)cn1 (stereo not given),6.8,-1.7,0.0,0.0,9.3,3.4,0.7,3.7,-6.3,3.1
O=[N+]([O-])c1ncn(Cc2ccccc2Cl)n1,-3.4,0.8,-3.3,-1.8,-11.1,-8.3,7.6,-9.8,-5.5,-2.2
CCOc1ccc(NC(=O)COc2ccc3c(c2)CCC3)cc1OC,-5.6,1.9,8.2,-0.6,-10.5,-3.5,-1.5,-12.1,-3.8,5.1
CN1CCN(C2CN(CCc3ccccc3)S(=O)(=O)C2)CC1 (stereo not given),11.4,0.0,-0.2,0.3,-2.4,3.8,1.0,3.6,4.4,/
CCOC(=O)c1c(-c2ccccc2)csc1NC(=O)c1ccc(N2C(=O)CCC2=O)cc1,3.5,1.3,-0.3,-0.7,8.5,13.8,0.8,-1.5,-1.9,-4.2
COc1cc(C(=O)Nc2cccc(NC(=O)c3ccccc3)c2)cc(OC)c1OC,0.3,-2.6,-1.0,-5.0,-11.4,-0.5,2.3,-7.9,-16.9,-8.4
CCc1ccc(NC(=O)C(C)Sc2nc(-c3ccco3)c(C#N)c(=O)[nH]2)cc1 (stereo not given),-2.8,79.5*,25.8*,3.0,23.5,-1.4,8.1,-13.6,-12.7,-40.9
COC(=O)c1ccc2c(=O)[nH]c(COC(=O)c3c(-c4ccccc4Cl)noc3C)nc2c1,5.4,8.1,-3.1,-1.9,-1.8,6.2,3.9,-4.2,-6.2,-24.9
Cc1cccc(N=C2NC(=O)/C(=C/c3cccnc3)S2)c1,-4.5,13.5,3.0,1.5,10.0,0.0,-1.4,-1.6,-10.4,-3.8
C=CCNC(=O)C1CCN(S(=O)(=O)CC)CC1,-0.9,-2.7,1.9,-2.2,-13.7,-3.2,-0.6,2.7,1.4,-7.6
CC(C)c1ccc(/C=C2\NC(=O)NC2=O)cc1,11.5,3.2,0.2,-1.3,0.2,1.4,-0.9,-3.5,-1.0,-3.1
CCOc1ccc(CCN2C(=S)N([C@@H](Cc3ccc(O)cc3)CN3CCC[C@@H]3CN3C(=S)NC[C@@H]3CC(C)C)C[C@@H]2Cc2ccccc2)cc1,4.0,18.1,-2.0,-0.2,2.9,-2.5,4.7,-16.1,-20.1,/
O=C(NC1CCCCC1)Oc1ccccc1,3.3,0.7,-4.7,0.1,-9.2,0.5,2.9,-3.2,-1.1,2.4
COc1ccc(C(=O)Nc2ccccc2C(=O)Nc2cccc(C)n2)cc1,9.6,2.1,-3.2,0.6,9.7,0.1,4.8,-14.6,0.3,-12.6
NC(=O)CCCSc1nc2ccccc2[nH]1,2.5,2.3,-0.6,-3.9,3.8,1.7,1.4,-1.9,-2.6,-5.8
CCOC(=O)c1c(C)c(-c2ccccc2)n(CC(=O)NCCCN(CC)CC)c1C,0.2,-4.3,-2.4,-1.0,-6.0,-3.2,-0.9,6.0,6.2,-1.5
CC(C)c1cccc(-c2csc(C(C)(O)c3ccc(F)c(F)c3)n2)c1 (stereo not given),-10.5,-0.6,3.3,-3.4,-0.6,-2.7,-3.0,-31.6,-8.1,/
Cc1cc(C(=O)N/N=C/c2cccc3ccccc23)c(C)o1,-7.6,5.9,4.0,0.2,-7.4,9.2,1.0,-8.8,-1.1,-29.3
COc1ccc(-c2csc(NC(=S)NC(=O)/C=C/c3ccc(C(C)C)cc3)n2)cc1OC,-1.1,8.6,1.9,0.4,0.9,2.1,-2.2,-5.1,-7.2,-17.4
CC1CN(CCc2ccccc2)C(C)C/C1=N/O (stereo not given),-12.6,0.4,3.6,0.1,4.1,0.0,-1.2,-6.5,6.3,-3.5
Cc1nnc(SCCCN2C(=O)c3ccccc3C2=O)o1,-0.6,-5.5,2.8,-0.1,-1.6,2.1,-2.7,-6.4,-1.1,7.1

# Structures above shown as hits in PRMT1 FP inh:
smiles,TCR CD3 inh,PRMT1 FP inh,PG9 Ab binder,TDP2 absorb,Rev-erbA mod,LEDGF integ inh,SIAE inh,HTRA1 inhibitor
CCc1ccc(NC(=O)C(C)Sc2nc(-c3ccco3)c(C#N)c(=O)[nH]2)cc1 (stereo not given),-2.8,25.8*,3.0,23.5,-1.4,8.1,-12.7,-40.9

# (more compounds)
SMILES,TCR CD3 inh,rCAG binder,PRMT1 FP inh,PG9 Ab binder,TDP2 absorb,Rev-erbA mod,LEDGF integ inh,mABHD4 FP,SIAE inh,HTRA1 inhibitor
Cc1ccc(NC(=O)c2cccc(OCc3c(C)noc3C)c2)c(C)c1,8.8,-2.8,0.1,-1.9,0.7,-0.1,1.8,2.9,2.0,-6.9
Cn1c(=O)oc2cc(S(=O)(=O)N3CCC4(CC3)OCCO4)ccc21,-3.5,-0.3,-3.3,-0.7,11.0,-1.7,1.0,-3.2,3.5,3.0
COC(=O)C1=CO[C@@H](OC2OC(CO)C(O)C(O)C2O)[C@@H]2C(CO)=CC[C@H]12 (stereo not given in full),-0.8,2.3,0.1,-0.4,8.8,-1.3,0.5,6.1,5.7,5.8
Cc1cc(OCC(=O)NCCCN2CCOCC2)c2c(C)cc(=O)oc2c1,-1.6,-1.7,-4.6,-0.3,-10.4,2.4,-0.6,-1.9,8.3,-0.5
CCOc1ccccc1NC(=O)NCc1ccccc1F,3.2,-5.5,1.9,-1.4,12.9,-0.7,-2.8,1.0,0.1,-7.6
CCOc1ccc(-c2nonc2NC(=O)c2ccco2)cc1OCC,-4.4,0.1,-3.5,-2.4,0.0,-2.8,0.9,-13.6,-6.2,0.8
Cn1ccnc1C(=O)Cc1ccc([N+](=O)[O-])cc1,-1.2,-1.5,-2.6,0.4,3.8,5.0,0.2,2.9,-2.5,/
CC(=O)c1cc2c(cc1N/C(=N/S(=O)(=O)c1ccccc1)c1ccc(Cl)cc1)OCO2,3.3,0.3,0.7,-4.0,1.6,89.8*,0.0,0.6,8.7,0.3
O=C(CO/N=C1\CCCc2nonc21)Nc1ccccc1Cl,-3.0,2.9,-0.5,0.9,4.2,-1.1,-1.2,-3.2,-5.9,-1.7
Cc1n[nH]c(=O)nc1NCCN(C)C,-1.2,1.5,1.2,1.7,0.8,-5.7,5.2,-0.6,4.4,1.4
COc1cccc(/C=N/NC(=O)C(=O)NCc2ccco2)c1O,-3.2,-1.0,-2.1,-3.3,-7.3,-0.3,-3.7,1.2,0.9,5.1
Cc1ccnc(SCC(=O)Nc2cccc(S(=O)(=O)N3CCOCC3)c2)n1,-3.2,4.4,3.5,1.0,3.9,3.6,-2.9,2.8,-5.0,3.5
CCOC(=O)N(C)C[C@H]1OCc2cn(nn2)CCCC(=O)N([C@@H](C)CO)C[C@@H]1C,5.1,0.9,-0.1,-0.6,4.4,-3.8,-5.0,1.9,0.0,/
COc1cccc(NC(=O)Cn2c(=O)n(CCC(=O)NC3CCN(Cc4ccccc4)CC3)c(=O)c3ccccc32)c1,1.5,-0.8,-3.4,0.0,-12.6,0.7,1.0,-7.4,0.7,-0.9
Cn1c(C(=O)c2ccccc2[N+](=O)[O-])nc2ccccc21,-7.3,-1.8,-4.8,-1.4,7.3,6.0,2.1,-0.4,-8.2,0.5
CCOC(=O)C1CCN(C(=O)C(C)Sc2ccc(Cl)cc2)CC1 (stereo not given),-5.3,-10.1,-1.5,-1.2,8.9,-6.1,6.7,8.6,-3.0,5.6
COc1ccc(-c2noc(CCC(=O)N3CCN(c4ccc(Cl)cc4)CC3)n2)cc1,-3.1,1.0,3.7,-0.4,4.0,-3.4,-2.0,2.1,-3.8,6.5
CCCc1cc(=O)oc2cc(OCC(=O)N3C[C@H]4C[C@@H](C3)c3cccc(=O)n3C4)c(Cl)cc12,2.1,-5.7,-1.6,-1.2,7.8,0.8,1.0,0.3,-2.2,4.3
COc1ccccc1-n1nc(C(=O)Nc2ccc3c(c2)OCO3)c2ccccc2c1=O,-4.2,-1.2,-4.9,-0.1,6.5,-6.0,6.8,5.4,4.7,-11.2
CCc1ccc(N/C(=N/c2nc(C)cc(C)n2)NC(C)=O)cc1,0.9,-1.5,-0.6,-2.6,4.2,-1.5,1.9,-1.0,0.8,-9.2
O=C(COC(=O)C1=COCCO1)Nc1ccccc1Oc1ccccc1,2.3,0.1,-4.1,-2.4,-27.9,0.9,2.4,-11.6,-9.5,-0.8
CCC(Sc1nc2n[nH]c(C)c2c(=N)n1-c1cccc(Cl)c1C)C(=O)N(CC)CC (stereo not given),1.6,2.3,-1.0,-0.4,-7.2,-4.4,-2.6,-0.1,2.0,-3.8
O=C(Cn1c(=O)oc2cc(S(=O)(=O)N3CCCC3)ccc21)N1CCCC1,0.9,2.0,-2.2,0.1,-1.1,-2.3,-2.6,4.0,2.7,-3.8
CCN1CCC[C@H]1CNC(=O)c1c(O)c(Cl)cc(Cl)c1OC,-9.1,1.2,0.4,-2.1,2.5,-1.9,-4.5,6.5,4.6,-8.2
Cc1ccc(N(Cc2ccccc2)C(=O)Cc2ccc(S(=O)(=O)N3CCOCC3)s2)cc1,-0.6,-2.0,-1.6,-0.6,-1.1,-6.3,1.9,-3.1,-5.0,-5.0
COc1ccc(NC(=O)Nc2cccc3c2O[C@H](CN(C)C(=O)NC2CCCCC2)[C@@H](C)CN([C@H](C)CO)C3=O)cc1,6.7,-0.3,-4.3,0.9,-2.0,-4.6,1.5,-1.0,2.0,-5.2
CCOC(=O)c1c(NC(=O)c2nn(C)cc2[N+](=O)[O-])sc(C)c1C,7.5,5.7,-0.2,-0.6,3.0,-16.6,12.7,0.0,-40.5,3.4

# Screens deposited in PubChem BioAssay by several laboratories.
